Bioassay records deposited in PubChem by The Scripps Research Institute Molecular Screening Center.
ZTA counter – blocks Epstein-Barr virus ZTA, an EBNA-1 counter-screen; P03206; ZTA-DNA binding, fluorescence polarization; inhibition, % at 11 µM; 320,000 compounds, 0.15% hits; in the data active = inhibition above about 33%
GSTO1 counter – counter-screen for RBBP9 inhibitors: inhibitors of human GSTO1. 300,000 compounds, 1.1% hits. recombinant GSTO1, activity-based probe fluorescence polarization. AID 1974. inhibition, % at 5.96 µM. P78417;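 active = inhibition above the campaign mean inhibition plus 3 SD, cut at about 35% in these data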;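 also: 0% = GSTO1-1 with DMSO and 100% = wells lacking GSTO1-1 enzyme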
PAFAH1B3 inh – PAFAH1B3 (human) inhibition | inhibition, % at 3.39 µM | AID 492972 | 340,000 compounds, 0.28% hits | Q15102 | recombinant PAFAH1B3, FP-rhodamine probe, fluorescence polarization;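 active = inhibition above the screen-wide average of all tested compounds plus 3 SD, cut at about 25% in these data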;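 also: 0% = enzyme with DMSO only and 100% = wells lacking PAFAH1B3 protein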
EBNA-1 inhibitor – blocks EBNA-1 binding to DNA. inhibition, % at 14.8 µM. 300,000 compounds, 0.34% hits. EBNA-1 DNA binding, fluorescence polarization; in the data active = inhibition above about 28%
LYPLA1 counter – blocks human lysophospholipase 1, a PME1 counter-screen | AID 2174 | inhibition, % at 5.9 µM | O75608 | recombinant LYPLA1, FP-Rh probe fluorescence polarization | 320,000 compounds, 0.16% hits;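 active = inhibition above the mean of all tested compounds plus 3 SD, set per campaign, cut at about 14% in these data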;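 also: inhibitors block serine hydrolase probe labeling of LYPLA1 so polarization falls; 0% = enzyme with DMSO and 100% = wells lacking LYPLA1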
PAFAH2 inh – inhibitors of human PAFAH2; Q99487; recombinant PAFAH2, FP-rhodamine activity probe, fluorescence polarization; inhibition, % at 3.39 µM; 340,000 compounds, 0.99% hits;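 active = inhibition above the mean over all tested compounds plus 3 SD, cut at about 30% in these data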;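 also: inhibitors block probe labeling of enzyme so polarization drops; 0% = enzyme with DMSO and 100% = wells lacking PAFAH2 protein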
LYPLA2 inh – LYPLA2 (human) inhibition in PME1 counter-screen; recombinant LYPLA2, FP-Rh probe fluorescence polarization; inhibition, % at 5.9 µM; 320,000 compounds, 0.38% hits; AID 2177;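 active = inhibition above the screen-wide mean plus 3 SD, limit set per campaign, cut at about 26% in these data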;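 also: 0% = LYPLA2 with DMSO and 100% = wells lacking LYPLA2 enzyme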
Target sequence (O95372 whole entry, looked up): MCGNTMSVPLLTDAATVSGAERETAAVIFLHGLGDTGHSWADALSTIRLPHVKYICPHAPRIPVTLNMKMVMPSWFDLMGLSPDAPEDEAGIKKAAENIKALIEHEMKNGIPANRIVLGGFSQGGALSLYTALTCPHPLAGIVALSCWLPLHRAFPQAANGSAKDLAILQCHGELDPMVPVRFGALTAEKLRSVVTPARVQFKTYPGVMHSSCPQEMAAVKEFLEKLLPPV
PREPL inh – human PREPL enzyme inhibition; recombinant PREPL, fluorescence polarization activity-based probe; inhibition, % at 5.96 µM; 320,000 compounds, 0.68% hits; AID 2751; in the data active = inhibition above about 43%;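 also: 0% = enzyme with DMSO and 100% = wells lacking enzyme; many of its hits are not listed in these tables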
Target sequence (Q4J6C6 whole entry, looked up): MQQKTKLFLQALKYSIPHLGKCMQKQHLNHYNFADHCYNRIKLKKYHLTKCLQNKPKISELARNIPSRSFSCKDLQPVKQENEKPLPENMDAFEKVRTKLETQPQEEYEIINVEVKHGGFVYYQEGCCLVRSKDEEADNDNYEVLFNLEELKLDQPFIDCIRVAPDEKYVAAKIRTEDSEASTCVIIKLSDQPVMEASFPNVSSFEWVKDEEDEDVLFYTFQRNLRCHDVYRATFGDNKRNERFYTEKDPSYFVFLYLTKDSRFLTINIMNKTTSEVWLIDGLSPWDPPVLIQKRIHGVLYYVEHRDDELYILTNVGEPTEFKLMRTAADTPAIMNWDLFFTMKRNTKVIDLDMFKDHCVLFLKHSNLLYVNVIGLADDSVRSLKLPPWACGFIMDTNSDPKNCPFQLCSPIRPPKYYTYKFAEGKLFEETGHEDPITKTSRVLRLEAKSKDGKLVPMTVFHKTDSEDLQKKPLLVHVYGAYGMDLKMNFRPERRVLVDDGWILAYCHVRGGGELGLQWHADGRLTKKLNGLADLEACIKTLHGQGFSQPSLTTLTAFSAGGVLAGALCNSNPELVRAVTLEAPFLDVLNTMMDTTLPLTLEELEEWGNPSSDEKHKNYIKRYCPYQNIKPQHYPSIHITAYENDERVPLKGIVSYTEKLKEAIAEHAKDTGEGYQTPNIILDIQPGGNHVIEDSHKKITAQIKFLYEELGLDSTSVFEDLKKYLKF
PAD4 FP inh – inhibitors of human PAD4; Q9UM07; recombinant PAD4, RCA probe fluorescence polarization; inhibition, % at 6.36 µM; 330,000 compounds, 0.41% hits; AID 485272;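 active = percent inhibition above a cutoff equal to the mean of all tested compounds plus 3 SD, cut at about 15% in these data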;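 also: 0% = PAD4 with RCA probe and DMSO and 100% = probe without PAD4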
* marks the source's active call; other numbers are inactive results; x = not tested or not shown.

SMILES	ZTA counter	GSTO1 counter	PAFAH1B3 inh	EBNA-1 inhibitor	LYPLA1 counter	PAFAH2 inh	LYPLA2 inh	PREPL inh	PAD4 FP inh
O=C(NCc1ccco1)C1CC(=O)N(c2ccc(F)cc2)C1 (stereo unspecified)	10	4	4	-7	1	12	2	-5	2
CCCN(C(=O)C(NC(=O)c1ccccc1)C(C)C)c1c(N)n(Cc2ccccc2)c(=O)[nH]c1=O (stereo unspecified)	-12	x	-2	x	-2	-3	0	15	-3
CCCNS(=O)(=O)c1ccc(OCC(=O)NCc2ccco2)cc1	-12	-4	4	-12	-4	4	-5	0	-8
CCNc1nc(C23CC4CC(CC(C4)C2)C3)cs1	5	2	7	-8	-1	7	-5	0	2
O=C(CSc1nc(=O)n2ccccc2n1)N1CCC(Cc2ccccc2)CC1	2	5	-1	3	1	1	4	8	-2
CN1/C(=C\C=Nc2cc(S(=O)(=O)N3CCOCC3)ccc2N2CCOCC2)C(C)(C)c2ccccc21	-1	6	3	-10	-1	0	-7	-7	-6
Cc1ccccc1OCCN1C(=O)NC2(CCc3ccccc32)C1=O (stereo unspecified)	-1	-1	2	9	-3	-1	-1	4	0
C[n+]1ccccc1/C=C/c1ccc(F)c(F)c1	6	1	3	12	-1	-1	-2	2	-1
CCc1cc(CNC(=O)c2ccc(OC)c(OC3CCN(C(C)C)CC3)c2)on1	-1	4	-7	1	-4	-8	-1	1	-2
COc1cccc(-c2nc3ccccc3s2)c1	-18	-3	4	-8	0	8	4	-18	2
COc1cc(C(=S)N2CCOCC2)ccc1OC(=O)c1cccc(C)c1	2	4	2	5	1	3	-2	25	2
CC(CCc1ccccc1)NC(=O)C1CCCN(C(=O)c2cc3sccc3n2C)C1 (stereo unspecified)	-3	5	4	3	0	-5	8	9	-2
COc1cccc(CN(C(=O)c2ccc([N+](=O)[O-])cc2)C2CCS(=O)(=O)C2)c1 (stereo unspecified)	-10	-6	-5	2	1	-1	-2	7	-1
CCOC(=O)N1CCC(NC(=O)c2ccc3c(c2)sc2nc(-c4ccccc4)cn23)CC1	-11	-12	-6	2	-3	-11	-7	9	-4
CCc1nnc(NC(=O)c2ccc(-c3ccccc3F)o2)s1	11	15	2	-17	-5	3	-8	4	-1
O=C(NCc1ccccc1)C1CCN(C(=O)Cc2ccccc2)CC1	17	7	5	2	-1	-3	2	5	-3
O=c1[nH]c(/C=C2\C=Nc3ccccc32)c(O)n1Cc1ccccc1F	1	10	12	-1	-1	8	1	18	0
CC(=O)Nc1nc(C(F)(F)F)cs1	13	9	2	9	5	-5	5	-3	-2
C/C(=N\NC(=O)C1(C)CC1(Br)Br)c1ccc(NC(=O)c2ccc(C)o2)cc1 (stereo unspecified)	2	-4	2	-3	-4	-5	-1	-4	-2
O=C(c1ccc(Cl)s1)N1CCN(S(=O)(=O)c2ccc(Cl)cc2)CC1	x	x	1	x	x	-4	x	-37	-1
CCOc1cc(NC(=S)NCCCN(C)C)c(OCC)cc1NC(=O)C1CC1	4	-2	9	8	-1	5	3	9	1
COc1ccc(C2C3=C(CC(C)(C)CC3=O)Oc3ncn4nc(-c5cccnc5)nc4c32)cc1 (stereo unspecified)	-23	7	8	-9	-1	10	0	-11	-3
O=C(NC(Cc1c[nH]c2ccccc12)C(=O)O)c1ccco1 (stereo unspecified)	8	3	9	-11	-2	9	-4	17	-10
Cn1nccc1C(=O)N1CCOCC1	4	2	5	-3	2	-8	6	1	-3
CCOC(=O)c1sc(/N=C/N(C)C)c(C(=O)OCC)c1C	-5	3	11	0	2	-5	5	10	0
CCOC(=O)N1CCC(N2Cc3cccc(C(=O)N4CC(C)CC(C)C4)c3C2=O)CC1 (stereo unspecified)	12	1	4	12	3	0	2	5	-4
O=c1[nH][nH]c(-c2ccccc2O)c1C(C[N+](=O)[O-])c1ccc(Br)cc1 (stereo unspecified)	2	29	11	-4	0	-3	1	-3	-15
COc1ccc(OC)c(NC(=S)NCc2cccnc2)c1	-7	2	3	-5	1	1	7	9	-3
Cc1cc(C(=O)NC(C)C2CC2)c(Cl)cc1Cl (stereo unspecified)	0	2	-2	-4	-4	1	0	-8	2
Cc1ccccc1OCCCC(=O)NC1CCCCC1	3	4	8	-4	1	-2	-7	8	-3
C/C=C/Cn1c(Br)nc2c1c(=O)n(C)c(=O)n2C	5	7	9	-9	-2	2	0	2	-6
COc1ccc(S(=O)(=O)N2CCCCC2)cc1NC(=O)C1CSC2(C)CCC(=O)N12 (stereo unspecified)	10	5	13	-6	-1	5	-4	5	-10
Cc1c(NC(=O)C(C)OC(=O)CNC(=O)c2ccccc2)c(=O)n(-c2ccccc2)n1C (stereo unspecified)	-4	4	9	1	1	3	-1	22	-4
C=CCNCCOCCOc1ccc(Cl)cc1C(C)(C)C	-14	0	2	3	4	3	2	4	1
Cc1cccc(NC(=S)NCCc2ccc(Cl)cc2)c1C	-25	4	4	22	3	1	6	-4	3
Cc1csc(C)[n+]1CC(=O)c1ccccc1	-3	10	4	-4	2	-2	1	4	-2
COc1ccc(NC(=O)CSc2nccn2Cc2ccco2)c(OC)c1	-8	-2	6	-1	-4	-4	-5	2	-3
C/C(=N\NC(=O)c1cccc(Br)c1)c1ccc(Br)cc1	-3	6	6	8	-2	2	-1	-5	-3
CC1Cn2c(nnc2-c2cccc(Cl)c2)S1 (stereo unspecified)	4	0	-2	6	1	-5	-3	-2	0
O=C(COC(=O)c1cc(S(=O)(=O)N2CCOCC2)ccc1F)Nc1c(Cl)cccc1C(F)(F)F	10	6	1	7	-1	8	4	2	2
C=CCC1(O)C(=O)Nc2ccccc21 (stereo unspecified)	0	8	7	5	-1	-6	16	5	0
O=[N+]([O-])c1ccccc1Nc1ccccc1	6	1	14	1	2	3	-1	1	0
CCN(CC(=O)NC1CCCCCC1)S(=O)(=O)c1ccccc1	10	11	0	3	6	-5	8	-2	-3
O=C(c1ccc(S(=O)(=O)N2CCOCC2)cc1)N1CCN(C2=NS(=O)(=O)c3ccccc32)CC1	9	4	4	-12	1	6	0	12	0
CC(NC(=O)COC(=O)CNC(=O)c1ccc(-c2ccccc2)cc1)c1ccccc1 (stereo unspecified)	-2	11	-6	-5	-5	5	-12	3	0
CCSc1ccc(-c2cccc([N+](=O)[O-])c2)nn1	6	-5	1	0	0	2	4	10	3
CSCCC(NC(N)=O)C(=O)Nc1ccc(F)c(Cl)c1 (stereo unspecified)	4	11	5	-8	-4	-6	-5	-7	2
CCOCCCNC(=O)CCS(=O)(=O)Cc1ccc(C)cc1	2	-3	5	8	1	5	-1	-2	-4
COC(=O)c1ccc(Cn2nc(C)c(Cl)c2C)o1	-15	0	7	-14	-4	1	8	0	-1
O=C(Oc1ccc2c(c1)OCO2)c1ccc(F)cc1Cl	-10	2	2	-1	3	-3	5	2	1
Cc1cc(C(=O)COC(=O)COc2ccccc2C#N)c(C)n1CC1CCCO1 (stereo unspecified)	-13	x	5	x	-5	11	-2	0	3
CCC/C(=C1/c2ccccc2C(=O)N1c1ccccc1)c1ccc2c(c1)OCO2	-3	x	3	x	0	4	-2	-1	-2
CCOCCCNC(=O)Cn1cnc2c(cnn2-c2ccc(F)cc2)c1=O	2	4	6	0	1	3	4	-4	-1
O=C(c1cc(Sc2ccc(Cl)cc2)nc2ccccc12)N1CCN(c2ccccn2)CC1	17	3	7	6	3	0	10	2	-1
Cc1cc(C)c2nc(N3CCCN(C(=O)c4ccco4)CC3)c(C#N)cc2c1	1	1	2	-9	-7	4	-5	5	3
Cc1ccc(NC(=O)CCC(=O)c2cccs2)c(Br)c1	-15	4	3	-2	-3	8	-10	0	-2
CCC(Oc1ccccc1)C(=O)Nc1nc2ccccc2[nH]1 (stereo unspecified)	37*	12	1	-7	-2	0	0	-10	6
COCCN(C(=O)COC(=O)Cc1ccc(Cl)cc1Cl)c1c(N)n(Cc2ccccc2)c(=O)[nH]c1=O	7	6	5	4	0	3	-7	8	1
O=C(CSc1ccccc1)Nc1ccc(NC(=O)c2ccco2)cc1	-7	2	-6	3	-9	6	-17	-6	-3
COCCNC(=O)C(c1ccccc1C)N(CCOC)C(=O)Cn1nnc2ccccc21 (stereo unspecified)	0	1	7	-1	-1	5	0	-1	1

Quoted from above, 5 compounds:
SMILES	ZTA counter	GSTO1 counter	PAFAH1B3 inh	EBNA-1 inhibitor	LYPLA1 counter	PAFAH2 inh	LYPLA2 inh	PREPL inh	PAD4 FP inh
COC(=O)c1ccc(Cn2nc(C)c(Cl)c2C)o1	-15	0	7	-14	-4	1	8	0	-1
O=C(Oc1ccc2c(c1)OCO2)c1ccc(F)cc1Cl	-10	2	2	-1	3	-3	5	2	1
Cc1cc(C(=O)COC(=O)COc2ccccc2C#N)c(C)n1CC1CCCO1 (stereo unspecified)	-13	x	5	x	-5	11	-2	0	3
CCC/C(=C1/c2ccccc2C(=O)N1c1ccccc1)c1ccc2c(c1)OCO2	-3	x	3	x	0	4	-2	-1	-2
CCOCCCNC(=O)Cn1cnc2c(cnn2-c2ccc(F)cc2)c1=O	2	4	6	0	1	3	4	-4	-1

The results go on.
SMILES	ZTA counter	GSTO1 counter	PAFAH1B3 inh	EBNA-1 inhibitor	LYPLA1 counter	PAFAH2 inh	LYPLA2 inh	PREPL inh	PAD4 FP inh
COc1ccc2c(C(=O)CN3CCC(C)CC3)c[nH]c2c1	-9	4	7	1	2	-2	-2	-5	-3
O=C(CCNC(=O)c1ccc([N+](=O)[O-])cc1)Nc1cccc(S(=O)(=O)N2CCOCC2)c1	-9	x	9	x	1	-7	-2	11	-2
CCOCCCNc1nc2c([nH]1)c(=O)n(C)c(=O)n2C	-10	2	-7	-12	5	1	10	3	-2
COc1ccccc1CNC(=O)Cc1ccc(OC)c(OC)c1	-8	2	10	0	1	-1	6	-8	-4
Cc1nc2ccccc2c(=O)n1/N=C/c1ccccc1F	-11	2	3	-15	2	1	4	6	-2
CCOC(=O)c1ccc(S(=O)(=O)NCCN2CCOCC2)cc1	-13	10	-2	-2	0	1	-4	11	0
CN1CCC(N(C)C(=S)NC(=O)c2cc(-c3cccc(Br)c3)nc3ccccc23)CC1	1	-8	7	-3	-1	4	0	9	-4
O=C(CNC(=O)c1ccccc1Cl)NCC(c1cccs1)N1CCOCC1 (stereo unspecified)	-5	8	4	5	-1	0	3	3	-2
CC(Sc1nncn1C)C(=O)Nc1ccccc1-c1ccccc1 (stereo unspecified)	3	-5	0	-10	4	-5	0	11	-4
CSc1nc(N)c(C#N)c(-c2ccc(Cl)cc2)c1C#N	-15	-12	1	-1	-13	-8	-35	-20	5
O=C(CSc1n[nH]c(-c2ccccc2)n1)Nc1ccccc1O	8	0	7	9	2	-2	5	-1	1
CC(Sc1ccccc1)C(=O)NCC(c1ccco1)N1CCCCC1 (stereo unspecified)	-7	5	10	-3	0	-1	0	12	-7
CCN(C[C@H]1N[C@@](Cc2ccccc2)(C(=O)OC)[C@H]2C(=O)N(C)C(=O)[C@@H]12)S(=O)(=O)c1ccccc1	x	x	9	x	x	6	x	3	-2
O=C(Nc1ccc2c(c1)OCCO2)C1CCCN(S(=O)(=O)c2cnc[nH]2)C1 (stereo unspecified)	2	0	14	-5	-1	-3	-4	5	0
CC(=O)Nc1cc(C(=O)N2CCc3ccccc3C2)ccc1Sc1ccc(C)cc1	-7	6	2	-6	-1	-7	5	9	4
CCOc1ccc(C(=O)N2CCCC2C(=O)O)cc1 (stereo unspecified)	17	9	3	0	0	-5	-1	3	-1
Cc1cccc(OCC(=O)Nc2ccc3c(c2)nc2n3CCOC2)c1	13	4	11	1	-3	-3	0	23	1
Cc1ccc(-n2ncc3c(=O)n(CC(=O)N4CCN(c5ccccc5)CC4)cnc32)cc1C	-6	8	0	4	-1	4	-2	10	-3

This is a subset (hit frequency here may not be typical).
